Compound activity deposited in PubChem by National Center for Advancing Translational Sciences (NCATS).
CCT modulator: High-Throughput Screening for Modulators of Cytosolic Chaperonin Activity | purified chaperonin ATPase assay, HTRF ADP detection, 30 min | activity change, % (test concentration not listed), hits read low | actives 0.3% (n = 360,000) | AID 651819, 2012; in the data active = activity change below about -30%; also: % is scaled to controls: 0 for no effect and ±100 for the full control effect
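ATPase activity: ADP formed was measured by HTRF Transcreener (665/615 nm ratio) after 30 min at 37 deg C with 10 uM ATP. Compounds screened at one 76 uM concentration against 40 or 20 nM TRiC in Tris pH 7.4/KCl/MgCl2/DTT buffer.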
MmCpn inh: Inhibitors of TCP-1 ring complex (TRiC) of Methanococcus maripaludis (MmCpn): qHTS; Chaperonin Mm-Cpn (Methanococcus maripaludis); actives 0.031% (n = 330,000); Potency, µM (titrated, usually from 76.9 µM), without a hit: at the highest dose activity, negative = inhibition, usual class: inhibitors; purified Mm-Cpn ATPase, ADP Transcreener TR-FRET; also: potency is read from the fitted curve at half-maximal effect; % is scaled to controls: 0 for no effect and ±100 for the full control effect; nearly all actives have a fitted effect of over 80% in size
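ATP (10 uM final) was added to archaeal chaperonin (25 nM final) after 10 min exposure to test compound at 37°C; after 30 min further incubation, ADP was detected by competitive TR-FRET.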
pAkt inh: HTS Assay for Inhibitors of Akt Phophorylation: Primary Screen. activity change, % for hits at 50 µM. Neuro2A IGF-stimulated pAkt S473 HTRF, 20 min; active compounds read low. actives 0.32% (n = 360,000); in the data active = activity change below about -80%; inconclusive = mostly about -51% to -80%; also: % is scaled to controls: 0 for no effect and ±100 for the full control effect
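Single-point screen (50 µM final compound) in Neuro2A cells stimulated 20 min with 6 nM IGF at 37 deg C. After lysis, Ser473-phosphorylated Akt read by HTRF (ex 330 nm, em 615/665 nm) as the 665/615 ratio.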
Abeta rescue: qHTS for compounds that reverse cellular toxicity of Amyloid beta (A-beta) peptide in yeast: Primary Screen. AID 1347071, 2019. actives 0.063% (n = 410,000). yeast expressing A-beta42, growth rescue, OD600, 48 h; response scale: 0% DMSO, 100% iron-clioquinol control. Potency, µM (doses to about 46.1 µM), for inactives: at the highest dose growth rescue, most hits filed as activators; also: potency is read from the fitted curve at half-maximal effect; nearly all actives have a fitted effect of over 55% in size
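Yeast A-beta toxicity model in growth medium with pinned compounds, 48 h at 30 C; growth read as absorbance at 600 nm. Normalized to FeCl3/clioquinol equimolar mix (positive) and DMSO (negative).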
TGFb inhibitor: qHTS for Inhibitors of TGF-b; HepG2 CAGA-GFP TGF-b/SMAD3 reporter, GFP fluorescence, 18 h; TGF-beta stimulated, 500 pg/mL final; Potency, µM (top dose mostly 46.1 µM), inactives show at the top dose activity, negative = inhibition, hits mostly inhibitors; actives 1.2% (n = 410,000); AID 588855, 2011; also: potency is read from the fitted curve at half-maximal effect; % is scaled to controls: 0 for no effect and ±100 for the full control effect; nearly all actives have a fitted effect of over 65% in size
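Per well, imaged GFP fluorescence of HEPG2 CAGA-GFP cells gives the signal; cells get compound, then TGF-beta (500 pg/mL final), 18 h at 37 degrees C; %Activity versus -TGF-beta and +DMSO controls.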
A549 tox: Nrf2 qHTS screen for inhibitors: counterscreen for cytotoxicity; A549 ARE-Fluc cells, CellTiter-Fluor viability, 18-24 h; Potency, µM (highest dose often 46 µM), for inactives: at the top dose activity change, negative = cytotoxicity, most hits filed as inhibitors; actives 0.16% (n = 390,000); AID 504648, 2011; also: potency is read from the fitted curve at half-maximal effect; % is scaled to controls: 0 for no effect and ±100 for the full control effect
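A549 ARE-Fluc cells in 5% FBS OPTI-MEM, 5000 cells/well, rested 2 h then exposed to compounds in concentration-response for 18-24 h at 37 °C. Viability by CellTiter-Fluor fluorescence (Ex 405/Em 525) after 30 min; luciferase luminescence (BugLite, 15 min, RT) read afterwards.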
HepG2 viability: qHTS for Inhibitors of TGF-b: Cytotox Counterscreen; HepG2 CAGA-GFP viability, ATP luminescence, 18 h; Potency, µM (titrated, usually from 46.1 µM), inactives show at the top dose activity change, negative = cytotoxicity, hits mostly cytotoxic; actives 0.76% (n = 410,000); AID 588856, 2011; also: potency is read from the fitted curve at half-maximal effect; some results filed as inactive show a strong effect at the top dose
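HepG2 CAGA-GFP cells (1000/well, DMEM with 1% FBS) received compound, then TGF-beta at 500 pg/mL final, and were incubated 18 hours at 37 degrees C. Viability was read by CellTiter-Glo luminescence. Media-only wells were set as complete cell-killing and DMSO as no toxicity.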
Nrf2 inh: Nrf2 qHTS screen for inhibitors; actives 2.1% (n = 360,000); Potency, µM (highest dose often 46 µM), for inactives: at the top dose activity change, negative = inhibition, most hits filed as inhibitors; A549 ARE-Fluc reporter, luciferase luminescence, 18-24 h; also: potency is read from the fitted curve at half-maximal effect; % is scaled to controls: 0 for no effect and ±100 for the full control effect; nearly all actives have a fitted effect of over 60% in size
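In this cell-based qHTS, ARE-driven firefly luciferase in A549 cells reports Nrf2 activity; the luminescent signal after BugLite lysis is the measured value, with a prior CellTiter-Fluor read for cell health.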
Nrf2 ARE act: qHTS of Nrf2 Activators; AREc32 ARE-luciferase reporter (MCF7-derived line), luminescence, 24 h; Potency, µM (series often up to 46.1 µM), inactives show at the highest dose activation, actives largely listed as activators; actives 0.31% (n = 410,000); AID 624171, 2012; also: potency is read from the fitted curve at half-maximal effect; % of control where 0% means no effect; nearly all actives have a fitted effect of over 65% in size
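Reporter line AREc32 (ARE-Fluc), seeded overnight in OPTI-MEM with 5% FBS; compound pin-transferred, 24 hr at 37 deg C, 5% CO2; luminescent read-out.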
An asterisk follows results filed as active; i = inactive; ? = inconclusive; · = no result given; [ ] = another dose, or the depositor's remark. Unless noted, calls follow the shape of the dose curve; as a rule, active = well fitted curve in the direction sought with a large enough effect; inconclusive = small, poorly fitted or top-dose-only effect, or another doubt; inactive = no such curve, though single readings can be large; an effect the other way counts as inactive or inconclusive.

Screens in order – A549 tox	pAkt inh	HepG2 viability	Abeta rescue	Nrf2 inh	CCT modulator	Nrf2 ARE act	MmCpn inh	TGFb inhibitor
(1) CCSc1nnc([C@@H](NC(=O)OC(C)(C)C)C(C)C)o1
  1%	i	-19%	-13%	-18%	-0.2	0.0%	-1%	14%
(2) CC1(C(=O)Nc2ccccc2F)CCN1C(=O)Cc1cc(F)ccc1F (stereo not drawn)
  ·	i	-2%	7%	·	0.2	0.3%	·	-5%
(3) CCn1cc(C(=O)NCCC(=O)NCCO)c(=O)c2cc3c(cc21)OCO3
  2%	i	-1%	0%	-6%	0.1	0.2%	-1%	-8%
(4) COc1cc(C(=O)N2CCN(CCc3ccccn3)CC2)cc(OC)c1OC
  2%	·	-1%	-6%	12%	·	-1.0%	·	10%
(5) COc1ccc(C(=O)/C=C/c2cn(CN3CCN(C)CC3)c3ccccc23)cc1
  -20%	i	-58%	-32%[inhibitor]	11%	1.6	?	-5%	?
(6) CCO[C@@H]1OC(C(=O)NCc2ccccc2)=C[C@H](c2ccc3c(c2)OCO3)[C@H]1CCCO
  1%	i	-18%	-16%	-11%	-0.1	-1.1%	·	-6%
(7) COCc1cc(C)n(CC(=O)Nc2ccc(NC(C)=O)cc2)c(=O)c1C#N
  2%	·	-9%	-15%	10%	·	-1.2%	·	-1%
(8) COCCNC(=O)C(c1ccc(Cl)cc1)N(CCOC)C(=O)CCC(=O)Nc1nccs1 (stereo not drawn)
  11%	i	2%	-3%	20%	-0.3	-0.5%	3%	21%
(9) CSc1cccc(CN2CCN(CCC(C)C)C(CCO)C2)c1 (stereo not drawn)
  1%	i	-25%	8%	0%	0.1	1.4%	-5%	9%
(10) COC(=O)c1ccccc1NC(=S)NC(=O)c1ccc2c(c1)OCO2
  1%	i	-44%	-9%	-25%	-4.7	0.0%	1%	-11%
(11) Cc1ccc(Cl)cc1N1CCN(C(=O)Cc2c(C(=O)O)c(C)cn2C)CC1
  2%	·	8%	-9%	·	·	0.4%	·	19%
(12) CCOC(=O)C1(C)CCCCCN1C(=O)c1ccccc1F (stereo not drawn)
  ·	i	0%	19%	·	-1.1	0.0%[9.22 µM]	·	2%
(13) Cc1cc(OC(C)C)nc(NCc2ccccc2)n1
  -5%	i	-30%	24%	18%	-2.2	0.3%	-2%	10%
(14) CS(=O)(=O)N(CC(=O)N1CCN(Cc2ccccc2)CC1)C1CCCCC1
  -3%	i	-1%	-7%	-6%	-1.1	-0.1%	1%	-32%
(15) CCOc1ccc(Oc2ccccc2NC(=O)CCNC(C)=O)cc1
  1%	i	14%	-7%	-6%	-1.5	-0.3%	-4%	0%
(16) Cc1cccc(NC(=O)CS(=O)(=O)c2cn(C)c3ccccc23)c1
  1%	i	4%	-1%	-15%	0.6	-0.1%	1%	-7%
(17) CC1=NOC(=O)/C1=C/c1ccc(O)cc1
  -2%	i	-13%	?	-3%	1.5	-0.5%	-1%	-7%
(18) CN(C)C(=O)c1ccc2c3c(cccc13)CC2
  -2%	i	14%	11%	-9%	-0.9	-0.5%	?	-5%
(19) CC(O)(c1cccc(F)c1)c1nc(-c2cccc3cccnc23)cs1 (stereo not drawn)
  ·	i	-29%	?	·	1.2	10%	·	-7%
(20) CC(C)[C@H](NC(=O)OCc1ccccc1)C(=O)OCC(=O)NC1CCCCC1
  2%	i	-11%	9%	?	-2.8	0.0%	-2%	-3%

Brought forward from above: 2 entries, followed by the next part.
Screens in order – A549 tox	pAkt inh	HepG2 viability	Abeta rescue	Nrf2 inh	CCT modulator	Nrf2 ARE act	MmCpn inh	TGFb inhibitor
(19) CC(O)(c1cccc(F)c1)c1nc(-c2cccc3cccnc23)cs1 (stereo not drawn)
  ·	i	-29%	?	·	1.2	10%	·	-7%
(20) CC(C)[C@H](NC(=O)OCc1ccccc1)C(=O)OCC(=O)NC1CCCCC1
  2%	i	-11%	9%	?	-2.8	0.0%	-2%	-3%
(21) COc1cc(/C=N/n2c(-c3n[nH]c4c3CCC4)n[nH]c2=S)ccc1O
  -6%	i	1%	-4%	-9%	-1.2	2.3%	-1%	3%
(22) O=C(COC(=O)c1cc[n+]([O-])cc1)Nc1cccc(F)c1
  1%	i	6%	-13%	9%	-0.4	-0.9%	10%	22%
(23) Cc1cc(CNCc2cn(C)nc2-c2ccc(Oc3ccccc3)cc2)on1
  2%	i	-20%	-8%	?	-2.7	5.1%	0%	-8%
(24) CC(C)CCNC(=O)c1onc(CSc2ccc(F)cc2)c1C(=O)NCCC(C)C
  5%	i	-17%	-12%	-4%	1.0	2.0%	0%	8%
(25) O=C(COC(=O)Cc1ccc(Cl)cc1Cl)Nc1ccc(OC(F)F)cc1
  2%	i	-10%	3%	-7%	-1.1	-0.3%[9.22 µM]	0%	-7%
(26) CCc1nn2c(=O)cc(COC(=O)c3ccco3)nc2s1
  6%	·	-7%	-14%	?	·	0.8%	·	8%
(27) COc1ccc(Nc2cc(C)c3cc(NC(=O)COc4cccc(C)c4)ccc3n2)cc1
  -18%	·	-34%	3%	?	·	-0.3%	·	?
(28) COc1ccc(C(=O)NCCCc2nc3ccccc3n2Cc2ccccc2C)cc1OC
  -3%	i	-17%	-4%	?	-0.7	5.2%	-2%	-2%
(29) COc1ccccc1NC(=O)C1=C(C)Nc2ncnn2C1c1cccs1 (stereo not drawn)
  -7%	i	-6%	14%	8%	-3.1	0.3%	1%	-9%
(30) COc1ccc(NC(=O)CN2CCc3ccccc3C2)cc1S(=O)(=O)N1CCOCC1
  0%	i	8%	-20%	-1%	2.6	-0.5%	1%	10%
(31) COC(=O)CN(c1ccccc1F)S(=O)(=O)c1ccc(C)cc1
  0%	i	0%	-8%	5%	-2.7	-0.5%	-1%	-1%
(32) Cn1c(C(=O)NCCCN2CCN(c3cccc(Cl)c3)CC2)cc2c(=O)n(C)c3ccccc3c21
  -13%	i	-1%	-13%	2%	-2.0	-0.1%	-3%	7%
(33) CC1(c2ccc(Cl)cc2Cl)NC(=O)N(CC(=O)N2CCN(C(=O)c3ccco3)CC2)C1=O (stereo not drawn)
  -1%	i	2%	3%	-9%	-1.6	-0.8%	2%	-2%
(34) COc1ccc(/C(C)=N\O)cc1OC
  -2%	i	-5%	-12%	6%	-0.4	0.3%	2%	23%
(35) O=C(OCC(=O)N1CCc2ccccc2C1)c1ccc(F)cc1Cl
  1%	i	-13%	18%	9%	-3.0	2.5%	1%	7%
(36) Cc1ccc(NC(=O)Cn2cc(C(=O)C3CCCCC3)c3ccccc32)c(C)c1
  -13%	·	2%	13%	?	·	3.2%	·	-11%
(37) O=C(Cn1cc(C(=O)c2ccco2)c2ccccc21)Nc1ccccc1Cl
  -5%	·	-24%	5%	-21%	·	3.0%	·	-2%
(38) COC(=O)c1cc(OC)cc(O)c1C(=O)c1c(O)cc(C)cc1O
  2%	i	1%	0%	9%	-0.9	24%	0%	-2%
(39) CCc1ccc(C2C(C#N)=C(N)SC(N)=C2C#N)s1
  -15%	i	-20%	?	-21%	-7.9	4.8%	35µM*	22%
(40) CC(C)c1ccc(NC(=O)CN2C(=O)NC3(CCCC3)C2=O)cc1
  -3%	i	8%	7%	?	-0.6	0.1%	-2%	-3%

Later entries
Screens in order – A549 tox	pAkt inh	HepG2 viability	Abeta rescue	Nrf2 inh	CCT modulator	Nrf2 ARE act	MmCpn inh	TGFb inhibitor
(41) Fc1ccccc1-c1n[nH]c(=S)n1CC1CCCO1 (stereo not drawn)
  0%	i	0%	-6%	20%	-2.8	-0.2%	0%	6%
(42) CC/C(C)=N/Nc1nc2sc3c(c2c(=O)[nH]1)CC(C)(C)OC3
  -1%	i	-24%	12%	7%	-1.5	3.1%	-2%	?
(43) CC1CN(S(=O)(=O)c2ccc(C(=O)NN3CCN(C)CC3)cc2)CC(C)O1 (stereo not drawn)
  -5%	i	4%	-9%	-8%	1.1	-0.9%	2%	19%
(44) Fc1ccc(N2CCN(c3ncnc4nc[nH]c34)CC2)cc1
  0%	i	-15%	-17%	-13%	0.5	0.3%	-1%	1%
(45) C=CCN(C(=O)c1csnn1)C(C(=O)NC1CCCC1)c1c(F)cccc1Cl (stereo not drawn)
  3%	i	-2%	-1%	16%	-0.1	0.3%	3%	8%
(46) CC(NC(=O)Nc1ccc(F)cc1F)c1ccncc1 (stereo not drawn)
  -3%	·	2%	6%	1%	0.5	-0.8%	-2%	25%
(47) Cc1cc(C)n(C(C)CC(=O)Nc2ccc(-c3ccno3)cc2)n1 (stereo not drawn)
  4%	i	-64%	15%	?	-2.0	0.4%	5%	10%
(48) Cc1ccnc(NC(=O)Cc2c(F)cccc2Cl)c1
  3%	i	1%	20%	-11%	-0.9	3.7%	2%	?
(49) CC(C)C(=O)N(Cc1ccc(F)cc1)Cc1nc2ccccc2c(=O)[nH]1
  -6%	i	20µM*	4%	-8%	-0.2	-0.7%	2%	-2%
(50) Cc1cccc2sc(N(Cc3cccnc3)C(=O)c3cccs3)nc12
  -2%	·	-13%	-37%[inhibitor]	·	·	8.2%	·	-8%
